NPY-Y1 PAM-ag = potentiates or activates human NPY-Y1 receptor | P25929 | AID 1304 | 220,000 compounds, 0.37% hits | NPY-Y1 expressing cells, potentiator/agonist activation | activation, % at 3.6 µM; in the data active = activation above about 33%, passing the limit was not always enough;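 also: cells stimulated with NPY at EC10 then isoproterenol at EC100; 0% = low agonist plus stimulus and 100% = saturating agonist plus stimulus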
Target sequence (P25929 whole entry, looked up): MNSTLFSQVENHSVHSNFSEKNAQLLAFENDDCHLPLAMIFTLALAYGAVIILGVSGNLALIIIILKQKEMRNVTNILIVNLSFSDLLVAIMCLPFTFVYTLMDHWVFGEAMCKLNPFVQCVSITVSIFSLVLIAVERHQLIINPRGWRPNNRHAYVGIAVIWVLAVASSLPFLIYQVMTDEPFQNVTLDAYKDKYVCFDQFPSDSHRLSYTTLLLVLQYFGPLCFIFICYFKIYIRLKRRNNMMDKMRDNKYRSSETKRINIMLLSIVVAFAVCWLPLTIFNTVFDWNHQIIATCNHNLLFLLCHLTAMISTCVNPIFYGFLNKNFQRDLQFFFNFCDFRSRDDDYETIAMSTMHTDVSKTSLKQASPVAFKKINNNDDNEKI
NPY Y1 blocker = antagonists of human neuropeptide Y receptor Y1; P25929; HEK293-CNG Y1 cells, membrane potential fluorescence; NPY at EC95, then isoproterenol; inhibition, % at 3.6 µM; 200,000 compounds, 1% hits; AID 1040;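 active = inhibition above the campaign mean inhibition of all tested compounds plus 3 SD, cut at about 20% in these data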;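 also: 0% = DMSO wells given NPY plus isoproterenol and 100% = isoproterenol alone without NPY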
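Material: HEK293 Y1/CNG channel cell line; also added: NPY (25 nM), isoproterenol (1 µM), Ro 20-1724 (25 µM); doses: one concentration, 3.6 µM, in 0.4% DMSO; schedule: compound incubation 1 h at room temperature, readout 45 min post-stimulation; technique: membrane potential fluorescence; measure: fluorescence ratio normalized to % inhibition between controls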
S1P4 antag = antagonists of human S1P4 receptor; AID 1510; O95977; 220,000 compounds, 0.26% hits; inhibition, % at 4.98 µM; S1P4-expressing cells, antagonist mode, reporter read-out; in the data active = inhibition above about 29%;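 also: 0% = wells stimulated with agonist and 100% = vehicle wells without agonist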
p97 ATPase inh = blocks human p97 ATPase activity | P55072 | recombinant p97 ATPase, Kinase-Glo ATP luminescence, 3 h | inhibition, % at 8 µM | 220,000 compounds, 0.42% hits; in the data active = inhibition above about 15%;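 also: 0% = DMSO vehicle and 100% = wells lacking enzyme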
eIF4E-4G inh = blocks eIF4E binding to eIF4G | TR-FRET eIF4E-eIF4GI(517-606) binding, 2 h | 220,000 compounds, 0.37% hits | inhibition, % at 21.7 µM;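 active = inhibition above about 30%, limit read from the data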;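 also: 0% = full FRET control wells and 100% = background wells lacking eIF4GI fragment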
PGE2 EP2 inh = blocks the human prostaglandin E2 receptor EP2; P43116; C6 glioma cells expressing human EP2, cAMP TR-FRET; cells stimulated with saturating PGE2; inhibition, % at 25 µM; 260,000 compounds, 0.52% hits;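 active = percent inhibition above 40 after rounding to a whole number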;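 also: rat C6 glioma host cells with rolipram phosphodiesterase inhibitor present; the protocol text gives 20 µM as final concentration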
S1P4 agonist = activates the human S1P4 receptor; O95977; S1P4-expressing cell line, agonist reporter assay; activation, % at 4.98 µM; 220,000 compounds, 0.35% hits; AID 1509; in the data active = activation above about 11%;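 also: 0% = DMSO vehicle and 100% = reference agonist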
NPY-Y2 PAM-ag = potentiators or agonists of human neuropeptide Y receptor Y2; P49146; cells expressing NPY-Y2, potentiator/agonist read-out; activation, % at 3.6 µM; 220,000 compounds, 0.45% hits; AID 1359; in the data active = activation above about 27%;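 also: cells stimulated with NPY near EC25 plus isoproterenol at EC100; 0% = vehicle plus submaximal agonist and 100% = vehicle plus saturating agonist; some results beyond the cut were filed as inactive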
Target sequence (P49146 whole entry, looked up): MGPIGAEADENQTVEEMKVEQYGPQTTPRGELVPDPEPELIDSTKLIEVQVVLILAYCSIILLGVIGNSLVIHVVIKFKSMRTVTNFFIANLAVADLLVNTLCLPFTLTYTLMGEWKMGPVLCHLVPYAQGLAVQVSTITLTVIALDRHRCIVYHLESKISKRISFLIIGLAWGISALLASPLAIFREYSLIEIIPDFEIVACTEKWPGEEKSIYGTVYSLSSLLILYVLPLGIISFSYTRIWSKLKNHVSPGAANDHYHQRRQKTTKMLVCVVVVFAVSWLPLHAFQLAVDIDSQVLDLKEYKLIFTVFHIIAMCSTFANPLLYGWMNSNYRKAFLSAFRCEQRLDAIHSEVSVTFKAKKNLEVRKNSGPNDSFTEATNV
EP2 mod = modulators of human EP2 prostaglandin E2 receptor; 260,000 compounds, 0.83% hits; EP2-expressing cells, cAMP HTRF FRET, PGE2 co-stimulation; AID 940; induction, % at 25 µM;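 active = compounds whose cAMP rise, as percent of the full-agonist control response, exceeds 60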;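 also: rat C6 glioma line stably carrying human EP2 under a CMV promoter; the protocol text gives 20 µM as final concentration; 100% = response of wells given 1 µM PGE2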
* hit, by the source's call; nt = not tested or not shown; & = joins results of further samples; [ ] = remark or other dose. Not all compounds are listed; count on the stated rates, not on these rows.

The opening 3 entries, to show the layout:
SMILES	NPY-Y1 PAM-ag	NPY Y1 blocker	S1P4 antag	p97 ATPase inh	eIF4E-4G inh	PGE2 EP2 inh	S1P4 agonist	NPY-Y2 PAM-ag	EP2 mod
CC(=C/c1ccc(C(C)C)cc1)/C=N/NC(=O)CSc1ccccn1	-14	4	-19	1	2	11	0.4	3	23
O=C(COC(=O)c1ccccc1NC(=O)c1ccco1)NC1CCS(=O)(=O)C1 (stereo not given)	20	2	-2	7	-2	3	0.6	3	10
O=C(Nc1cccc(Oc2ccc3c(c2)C(=O)NC3=O)c1)c1ccco1	-5	2	-20	2	-15	2	0.3	8	-66

Results (from the top)
SMILES	NPY-Y1 PAM-ag	NPY Y1 blocker	S1P4 antag	p97 ATPase inh	eIF4E-4G inh	PGE2 EP2 inh	S1P4 agonist	NPY-Y2 PAM-ag	EP2 mod
CC(=C/c1ccc(C(C)C)cc1)/C=N/NC(=O)CSc1ccccn1	-14	4	-19	1	2	11	0.4	3	23
O=C(COC(=O)c1ccccc1NC(=O)c1ccco1)NC1CCS(=O)(=O)C1 (stereo not given)	20	2	-2	7	-2	3	0.6	3	10
O=C(Nc1cccc(Oc2ccc3c(c2)C(=O)NC3=O)c1)c1ccco1	-5	2	-20	2	-15	2	0.3	8	-66
CCOC(=O)CSc1nc2ccccc2c(=O)n1CC(C)C	-24	20*	12	-5	1	3	-0.1	-28	23
Cc1ccc2nc(SCC(=O)NCc3cccs3)c(C#N)cc2c1	-7	-3	4	-3	-9	17&29	-0.1	7	19&6
N#CC(c1ccc(Cl)cc1)c1ccc2c(C(F)(F)F)cc(C(F)(F)F)nc2n1 (stereo not given)	8	5	4	-6	-1	10	3.7	20	-11
O=C(O)c1cc(-c2ccccn2)n[nH]1	8	2	-12	2	-3[fluorescence artefact?]	3	3.6	-6	-17
Cc1[nH]c2ccc(C(C)C)cc2c1CC(=O)O	0	nt	-18	8	1	8	-0.3	-10	1
Cc1cccc(Nc2ncc3c(n2)CC(c2ccco2)CC3=O)c1 (stereo not given)	-30	7	-16	0	0	9	0.3	-12	32
CC1(C(=O)O)CCC(C(=O)N2CCCCC2)C1(C)C (stereo not given)	1	3	5	4	-2	10&6	0.1	3	-1&15
CCCc1nc2oc(C(=O)c3ccccc3)c(N)c2c2c1COC(C)(C)C2	5	6	-11	3	-10	10	-4.0	1	23
COc1cc(CC(=O)OCC(=O)Nc2ccc3c(c2)OCCO3)cc(OC)c1OC	-3	-5	-24	4	13[fluorescence artefact?]	5	0.7	14	14
Cc1cc(Cl)ccc1Oc1ncnc2oc(-c3ccccc3)cc12	5	7	6	-5	4[fluorescence artefact?]	nt	0.5	-12	18
Cc1ccc(N(CC(=O)NCc2cccnc2)S(C)(=O)=O)cc1C	-18	7	0	2	-4	10	-0.1	-11	9
CCOC(=O)C1CCN(C(=O)CN(C)S(=O)(=O)c2cc(C)ccc2OC)CC1	-4	1	-5	5	-3[fluorescence artefact?]	4	0.1	9	6
CCCCCCn1c(CN2CCN(CCO)CC2)nc2c1c(=O)n(C)c(=O)n2C	-5	4	-9	0	9	9	0.3	-6	23
CN=C1CC(SC)=C1c1ccc(C)cc1	1	-1	-7	-3	3	56*	-1.5	-5	72*
O=C(CC1C(=O)NCCN1Cc1cccc(Oc2ccccc2)c1)NCCc1cscn1 (stereo not given)	2	1	0	2	-3	7	0.3	0	-27
COc1ccccc1N1C(=O)C=C(Sc2nc(C)cc(C)n2)C1=O	-1	nt	-6	0	14	42*	-0.4	-17	-61
O=C(O)CN1CCN(Cc2ccccc2F)C1=O	14	-6	-17	2	-3	8	2.1	0	18
CC(=O)Nc1ccc(NC(=O)COC(=O)Cc2c[nH]c3ccccc23)cc1	17	11	-23	3	0	4	0.0	-3	-22
CC(C)(C)c1cc(C(=O)NN)n(Cc2ccc(F)cc2)n1	13	nt	-1	-6	2	2	-2.0	-9	-30
O=C(CSc1nnc(-c2cccnc2)n1-c1ccccc1)Nc1ccccc1	-23	-2	-21	-4	1[fluorescence artefact?]	3	-3.3	-3	9
Cn1cc(/C=N/n2cnc3scc(-c4ccc(Cl)cc4)c3c2=O)c2ccccc21	-49	7	-1	5	0	7	1.4	-10	-3
Cc1ccc(C(=O)/C=C2\NCCNC2=O)cc1	7	4	17	-2	2	11	1.4	-12	-6
O=C(OCc1nc2ccccc2s1)C1CCN(S(=O)(=O)c2cccs2)CC1	9	-1	-8	-1	nt	10	-0.1	5	-6
NNC(=O)c1cc2cc(OC(F)(F)F)ccc2[nH]1	-7	nt	-1	-3	2	0	0.4	-18	-24
S=C(NCc1ccco1)Nc1cccc(Cl)c1Cl	15	nt	13	8	-5	3	-1.7	0	-8
CSc1nn(-c2ccc(C(=O)OCC(=O)NC(=O)NC(C)C)cc2)c(=S)s1	-18	-2	1	0	16	5	0.0	9	14
CCC(C)(C)NC(=O)CN(Cc1cccs1)C(=O)CNS(=O)(=O)c1ccc(F)cc1	15	11	-23	-2	-2	7	3.4	18	0
O=C(O)Cc1sc(-c2cccnc2)nc1-c1ccc(Br)cc1	8	-1	4	6	-3	16	-1.8	-7	-7
Cc1nc2ccccn2c1/C(O)=C1\C(=O)C(=O)N(CCN(C)C)C1c1cccnc1 (stereo not given)	-16	13	-10	0	6	14	0.5	0	11
CC(C)CCNC(=O)NC(=O)CSc1nnc(-c2ccccc2Br)o1	12	-4	0	-4	3[fluorescence artefact?]	4	-1.1	-1	8
COc1cc(C(=O)c2ccccc2)c([N+](=O)[O-])cc1OC	-5	nt	-4	1	1	7	1.9	2	8
CC(C)SCCCOc1ccc(C(C)(C)C)cc1	-7	3	3	6	-3[fluorescence artefact?]	13	-1.9	9	15
N#CC(=C=[N-])/C=C(\C(=O)c1ccccc1)[n+]1ccccc1	7	nt	5	-8	-3	2	1.3	13	-36
COc1ccc(/C(C)=N\n2cnnc2)cc1	5	4	-17	5	-3	11	2.8	-22	14
O=S(=O)(Nc1ncccn1)c1ccc(NC(=S)Nc2ccccc2Cl)cc1	13	nt	7	4	-4	10	-0.7	9	10
Cc1ccc(N2C(=O)c3ccc(C(=O)NCCN4CCOCC4)cc3C2=O)cc1	1	-2	-11	5	-3	nt	-0.3	-9	-2
CN(C[C@@H](Cc1cccc2ccccc12)N(C[C@H](Cc1ccccc1)N(CCc1ccccc1)N=O)N=O)N=O	8	-1	-2	3	3	13	-0.1	-4	20
N#Cc1ccccc1NC(=O)CNc1ccccc1N1CCCCC1	3	-2	6	-2	-1	6	-2.1	10	-3
CCOc1ccc(OCCCC(=O)Nc2nc3ccccc3[nH]2)cc1	7	0	2	2	3	11	-0.4	-5	-13
Cc1cccc(CSc2nnc([C@@H]3CCCN3)o2)c1	9	nt	-4	8	-4	3	1.1	1	1
CCC(=O)Nc1ccc(NC(=O)c2ccccc2)nc1	12	2	-10	3	-1	5	0.8	1	-20
N#Cc1ccc(C(=O)NCC(c2ccco2)N2CCCCC2)cc1 (stereo not given)	-8	1	-6	-5	-2	26	-0.7	-18	-4
COCCn1c(Sc2ccc(C)cc2)nc2c1c(=O)[nH]c(=O)n2C	-1	-1	-1	3	1	2	0.4	-7	18
COc1ccc(NC(=O)CN(C)C(=O)c2ccc(C)s2)cc1	3	1	-17	-2	3	12	0.8	0	19
Cc1cc(C(=O)COc2cccc3cccnc23)c(C)n1C	4	-1	-5	6	5	3	1.5	12	-18
CSC1=N/C(=C\c2cccc(Cl)c2)C(=O)N1N(C)C	-12	nt	8	-9	7	13	-1.0	-5	4
CCS(=O)(=O)N1CCN(C2Cc3ccccc3C2)CC1	-11	0	6	0	-1	4	0.4	-1	13
CCNC(=O)CC1C(=O)N(c2cccc(OC)c2)C(=O)N1CCOC (stereo not given)	-7	2	4	3	6	13	-3.2	12	-1
O=C(CSCC(=O)Nc1ccc2ccccc2c1)NCc1ccccc1	-30	11	-2	-3	37*	5	0.9	-18	-77
CCNc1nc(NC(C)C)nc(OCC)n1	-6	-1	8	-1	-7[fluorescence artefact?]	12	-0.5	-16	17
CC(C)(C)c1nc(NCC2CCCO2)c2nnn(Cc3ccccc3)c2n1 (stereo not given)	6	1	4	-4	-8	8	-0.6	-7	44
CCCC(=O)N=c1sc2c(OC)ccc(OC)c2n1C	-22	nt	-7	-3	7	6	0.2	-14	15
O=C(NCCCNc1ccc(C(F)(F)F)cc1[N+](=O)[O-])c1cc(F)c(F)cc1Cl	-27	16	6	0	-13	5	-0.4	-2	-14
O=C1C(Cl)=C(N2CCN(Cc3ccccc3)CC2)C(=O)N1c1ccccc1	4	-1	11	6	10	6	1.8	3	10
Cn1nnnc1SCC(=O)Nc1cc(C(=O)O)cc(C(=O)O)c1	-7	7	-12	-1	1	4	-1.6	-22	12
Cc1cc(S(=O)(=O)N2CCCC2)ccc1OCC(=O)NCc1ccco1	4	2	-6	1	3[fluorescence artefact?]	15	1.9	5	21
COCc1[nH][nH]c(=O)c1C=Nc1ccc(F)cc1F	6	0	-6	2	-1[fluorescence artefact?]	nt	4.1	13	6

Carrying on.
SMILES	NPY-Y1 PAM-ag	NPY Y1 blocker	S1P4 antag	p97 ATPase inh	eIF4E-4G inh	PGE2 EP2 inh	S1P4 agonist	NPY-Y2 PAM-ag	EP2 mod
CC(=O)CC1OC(=O)C(Br)=C1NCc1ccccc1 (stereo not given)	5	4	4	6	1	-2	4.8	4	5
O=C(Nc1ccc2c(c1)OC1(CCCC1)O2)C1CC1	-10	2	-8	-4	0	2	1.5	8	17
COCCCNC(=O)CSc1nc2ccccc2c(=O)n1CCC(=O)NCCc1ccc(OC)c(OC)c1	3	-3	-2	-5	-2	7	-1.6	-4	-14
O=C(O)c1cn(Cc2ccccc2)nc1-c1cccnc1	-35	14	-18	0	-7	7	0.8	-33	15
O=C1/C(=C/c2cccc(F)c2)CSc2sccc21	-4	1	-17	7	1	8	2.8	-11	10
CCCN(CCC)S(=O)(=O)c1ccc(C(=O)Nc2nc(-c3ccccc3)c(C(=O)OCC)s2)cc1	0	6	-8	-1	12	10	1.7	-6	54
COc1ccc(NC(=O)CC2C(=O)N(c3cccc(OC)c3)C(=O)N2Cc2ccco2)cc1 (stereo not given)	8	6	-6	2	0	14	0.0	1	13
S=C(NCc1ccco1)NC1CCCc2ccccc21 (stereo not given)	-10	0	-9	3	-1	3	1.8	3	-47
Cc1[nH]c(=O)[nH]c(=O)c1S(=O)(=O)N1c2ccc(F)cc2CCC1C (stereo not given)	4	-4	-23	6	-7	9	-0.1	14	33
CCOC(CNC(=O)CCc1c(C)nc2nc(C)nn2c1C)OCC	1	5	-6	2	1	0	-2.3	7	23
CC1(C)CC(=O)C(CC(=O)NC(=O)NCc2ccccc2)=C(O)C1	17	-2	-1	0	1	4	0.6	1	29
O=C(CCCN1CCC(c2ccccc2)C1)c1ccc2c(c1)OCCO2 (stereo not given)	-39	6	-9	2	4[fluorescence artefact?]	7	1.3	-1	-1
O=C(c1cccs1)n1nc(-c2ccco2)nc1SCc1ccccc1	16	3	-2	0	10	10	2.2	-12	36
N#Cc1c(NC(=O)CCn2cnc3ccccc3c2=O)oc(-c2ccccc2)c1-c1ccccc1	-17	20	0	6	-26	12	2.7	6	13
O=C(CCCOc1ccc(Cl)cc1)N1CCCCCC1	-12	5	-6	-13	-3	8	1.5	-4	-4

Marked active in eIF4E-4G inh (from the list above):
| mol | NPY-Y1 PAM-ag | S1P4 antag | p97 ATPase inh | eIF4E-4G inh | S1P4 agonist | NPY-Y2 PAM-ag | EP2 mod |
| --- | --- | --- | --- | --- | --- | --- | --- |
| O=C(CSCC(=O)Nc1ccc2ccccc2c1)NCc1ccccc1 | -30 | -2 | -3 | 37* | 0.9 | -18 | -77 |
